MCL1 BIM primary = MCL1-BIM-BH3 interaction inhibition (human); AID 2057; inhibition, % at 10.9 µM; 320,000 tested, 0.68% active; GST-MCL1 / FITC-Bim-BH3 fluorescence polarization; Q07820;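 active = inhibition above the mean inhibition of all tested compounds plus 3 SD, set per campaign, cut at about 40% in these data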;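 also: 0% = DMSO wells and 100% = unlabeled Bim-BH3 peptide control; higher means more loss of mP so more displacement of Bim peptide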
Target sequence (Q07820 whole entry, looked up): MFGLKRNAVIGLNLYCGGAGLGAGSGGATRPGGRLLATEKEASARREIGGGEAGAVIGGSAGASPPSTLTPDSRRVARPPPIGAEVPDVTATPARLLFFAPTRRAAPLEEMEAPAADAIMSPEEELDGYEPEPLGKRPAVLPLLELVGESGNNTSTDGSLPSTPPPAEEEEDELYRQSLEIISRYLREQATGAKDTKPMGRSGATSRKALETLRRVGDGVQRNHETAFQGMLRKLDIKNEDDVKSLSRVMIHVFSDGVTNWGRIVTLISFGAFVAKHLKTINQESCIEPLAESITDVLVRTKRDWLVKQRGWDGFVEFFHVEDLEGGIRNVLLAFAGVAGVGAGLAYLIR
CIT2 TOR yeast = yeast TOR pathway CIT2-GFP modulation. GFP response vs DMSO, % at 10 µM. S. cerevisiae CIT2-GFP strain, flow cytometry, 3 h; 100 means same as DMSO wells. 320,000 tested, 0.065% active;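 active = GFP response relative to DMSO above a set limit, near the screen mean plus 3 SD, cut at about 150% in these data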;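 also: ratio of well median GFP fluorescence to mean of DMSO wells on the plate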
BCLXL inh = Bcl-xL (human) inhibition. inhibition, % at 10.9 µM. GST-Bcl-xL / FITC-Bim BH3 peptide fluorescence polarization. 320,000 tested, 0.7% active. Q07817;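 active = inhibition above the mean of all tested compounds plus 3 SD, cutoff set per campaign, cut at about 30% in these data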;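 also: 0% = DMSO wells and 100% = unlabeled Bim-BH3 peptide competitor; inhibitors lower millipolarization by displacing the labeled peptide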
Target sequence (Q07817 whole entry, looked up): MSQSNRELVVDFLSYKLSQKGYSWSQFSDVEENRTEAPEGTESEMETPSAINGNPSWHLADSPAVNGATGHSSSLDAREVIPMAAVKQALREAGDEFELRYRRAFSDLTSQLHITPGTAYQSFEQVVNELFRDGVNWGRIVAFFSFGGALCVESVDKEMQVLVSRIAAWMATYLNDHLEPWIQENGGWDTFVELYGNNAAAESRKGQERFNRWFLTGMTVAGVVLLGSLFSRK
GRK2 aptamer HTS = human GRK2 inhibition via aptamer displacement. AID 488847. bead flow cytometry, FAM-aptamer displacement from GRK2. P25098. 330,000 tested, 0.59% active. inhibition of aptamer binding, % at 10 µM;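 active = inhibition of aptamer binding above 40%, roughly 3 SD of noise, on plates passing a quality check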;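 also: median bead fluorescence of bound FAM aptamer so fluorescent compounds give negative values; no value below 0 was filed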
GLD-1 RNA inh = GLD-1-TGE RNA interaction inhibition (C. elegans) | AID 2280 | 320,000 tested, 0.44% active | Q17339 | inhibition, % at 5.96 µM | purified GLD-1 + fluorescein TGE RNA, fluorescence polarization;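 active = percent inhibition above a per-plate cutoff, the plate mean of test compounds plus 3 SD, cut at about 30% in these data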;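 also: 0% = DMSO wells with GLD-1 and probe and 100% = wells lacking GLD-1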
Target sequence (Q17339 whole entry, looked up): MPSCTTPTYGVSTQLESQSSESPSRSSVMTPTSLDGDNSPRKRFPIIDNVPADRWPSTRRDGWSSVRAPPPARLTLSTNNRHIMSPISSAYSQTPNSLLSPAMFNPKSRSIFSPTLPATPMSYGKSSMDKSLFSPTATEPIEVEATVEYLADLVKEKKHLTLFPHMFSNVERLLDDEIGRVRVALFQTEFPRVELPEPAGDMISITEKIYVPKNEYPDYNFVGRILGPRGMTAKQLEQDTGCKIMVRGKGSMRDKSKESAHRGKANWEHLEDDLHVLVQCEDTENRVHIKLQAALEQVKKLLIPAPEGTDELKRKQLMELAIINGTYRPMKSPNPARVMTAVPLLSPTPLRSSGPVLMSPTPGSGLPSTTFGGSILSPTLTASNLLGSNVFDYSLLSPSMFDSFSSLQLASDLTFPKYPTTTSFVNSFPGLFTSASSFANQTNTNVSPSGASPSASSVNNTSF
Fam108B counter = blocks mouse Fam108B hydrolase in RBBP9 counter-screen | recombinant Fam108B, FP-Rh probe fluorescence polarization | inhibition, % at 9.51 µM | 300,000 tested, 0.33% active | AID 1947;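 active = inhibition above the screen mean inhibition plus 3 SD, computed separately per campaign, cut at about 18% in these data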;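 also: inhibitors lower polarization as less probe binds the enzyme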
VLA-4 inh = inhibition in a human VLA-4 binding assay; P13612; VLA-4 expressing cells, ligand binding flow cytometry; inhibition, % (about 7 µM as worked out from the volumes in the protocol); 330,000 tested, 0.2% active; in the data active = inhibition above about 50%
MEX-5 binding = C. elegans MEX-5 TCR-2 RNA binding activity; activity score (negative = inhibition of binding), % at 10 µM; Q9XUB2; AID 1832; 300,000 tested, 0.38% active; MEX-5/FITC-TCR2 RNA binding, fluorescence polarization; active compounds read low;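 active = inhibition past about -25% in most replicates, and total fluorescence under double the plate's negative control median, limit read from the data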;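 also: 0% = DMSO and -100% = 5 µM competing unlabeled TCR2 RNA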
AGP1-GFP MLPCN = yeast TOR pathway AGP1-GFP modulation; GFP response vs DMSO, % at 10 µM; S. cerevisiae AGP1-GFP multiplex flow cytometry, 3 h; GFP as percent of DMSO wells; 320,000 tested, 0.02% active; AID 2066;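 active = GFP response relative to DMSO above a set limit, near screen average plus 3 SD, cut at about 150% in these data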;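 also: median GFP channel fluorescence of the gated AGP1 strain per well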
The depositor's hits bear a star; . = no result given.

canonical_smiles,BCLXL inh,CIT2 TOR yeast,GLD-1 RNA inh,MEX-5 binding,MCL1 BIM primary,GRK2 aptamer HTS,Fam108B counter,VLA-4 inh,AGP1-GFP MLPCN
Cc1ccccc1N=C1NN=C(c2ccccc2F)CS1,3.2,105.6,-3.8,1.1,8.6,0.0,-2.5,29.1,93.1
C1CCN(c2c3c(nc4nnnn24)CCCC3)CC1,-4.7,101.4,-9.3,-1.1,-6.8,0.0,-1.0,-3.1,98.6
CCCCOC(=O)CNc1nnc(SCC(=O)OCC)[nH]c1=O,15.6,106.5,7.4,-0.9,5.2,3.0,-3.4,9.1,104.3
COc1ccc(OCC(=O)N/N=C/c2ccc(OC)c(OC)c2C(=O)O)cc1,0.9,94.2,-3.7,1.9,4.1,4.0,4.9,-8.1,97.6
CC(Sc1nc2ccccc2c(=O)n1CC1CCCO1)C(=O)NC(C)c1ccccc1 (stereo unspecified),2.6,101.6,-1.1,-2.6,2.9,0.0,1.9,-0.1,110.7
c1coc(CSc2ncnc3c2oc2ccccc23)c1,0.1,103.5,12.1,-0.7,-6.5,0.0,-3.2,23.2,116.6
CCn1c(CN2CCCCCC2=O)nnc1SCc1cnc(-c2ccccc2)s1,-1.3,100.8,0.6,-1.1,-1.8,0.0,-2.0,-15.6,108.6
COc1ccccc1OCC(=O)OCC(=O)Nc1ncc(Cl)cc1Cl,14.9,81.0,1.2,2.3,12.3,0.0,-0.8,-4.2,87.2
Cc1ccc(S(=O)(=O)NNC(=O)c2cc([N+](=O)[O-])c(C)c([N+](=O)[O-])c2)cc1,-2.6,101.8,2.4,-1.7,-2.6,3.0,0.9,18.7,114.4
Cc1ccc(/C=N/NC(=O)c2cc(-c3ccc(C)o3)[nH]n2)cc1,0.0,105.8,0.7,-1.6,-5.5,1.0,-4.8,5.8,105.0
Cc1[nH]nc2c1C1(CCC3(CC1)OCCO3)C(C#N)=C(N)O2,5.0,97.1,5.6,0.4,2.8,0.0,-3.9,8.0,92.5
O=C(COC(=O)CCSc1ccccc1Cl)Nc1ccc(F)cc1F,2.8,98.4,4.4,-0.2,0.8,0.0,-2.2,29.0,94.8
Cc1cc(C)c(C)c(S(=O)(=O)N2CCN(CC(=O)c3c(N)n(Cc4ccccc4)c(=O)n(C)c3=O)CC2)c1C,4.4,96.0,3.4,2.1,1.4,2.0,-3.7,13.7,97.6
Cc1ccccc1OCC(=O)NC(=S)Nc1ccc(N2CCOCC2)c(Cl)c1,4.1,86.9,1.7,-1.5,6.2,1.0,4.4,6.2,93.3
COc1ccccc1OCc1ccc(C(=O)NN)cc1,3.2,92.5,4.0,-2.8,3.4,4.0,0.4,5.9,103.4
CCC1CCCCN1C(=O)Cn1c(=O)n(CCC(=O)NCc2ccco2)c(=O)c2sccc21 (stereo unspecified),-2.1,96.7,1.0,0.1,-4.9,0.0,5.8,0.9,98.0
O=C(COc1ccc(F)cc1Cl)Nc1nc(-c2ccccn2)cs1,0.5,86.7,-3.3,-1.9,0.9,2.0,1.8,22.2,97.7
CCCCCCCNC(=O)C1(CC2CC(c3ccc(Cl)cc3)=NO2)CCN(C(=O)c2ccccc2)CC1 (stereo unspecified),-0.3,89.7,2.0,-0.7,-4.5,0.0,-6.0,26.4,92.2
COCCNC(=O)c1ccc2c(=O)n(CCCN3CCCC3=O)c(=S)[nH]c2c1,2.8,99.2,4.3,-0.2,6.4,0.0,-6.8,1.1,98.6
CCN(CC)CCCNC(=O)c1nn(-c2ccc(OC)cc2OC)c(=O)c2ccccc12,2.2,92.7,0.9,-3.1,-4.3,4.0,2.4,7.8,97.1
COc1ccc(C#Cc2c(-c3ccc(OC)cc3)oc3ccc(-c4ccc(OC)cc4)cc23)cc1,4.7,98.4,17.1,0.6,0.3,5.0,1.0,35.0,96.9
CC(C)C[C@H](NC(=O)c1[nH]cnc1C(=O)N[C@H](C)c1ccccc1)C(=O)OCc1ccccc1,-0.2,111.2,15.7,-4.7,3.0,1.0,-6.6,2.9,86.2
CC(C)(C)n1ncc2c(=O)n(CC(=O)NCCc3ccccc3)cnc21,6.8,106.2,0.7,1.6,8.3,1.0,4.3,-0.1,104.6
Nc1[nH]ncc1-c1ccccc1,5.5,105.3,1.1,0.7,15.6,0.0,1.4,-7.3,102.9
Cc1cnc(C(=O)OCC(=O)Nc2cc(Cl)cc(Cl)c2)cn1,-1.0,92.2,-2.4,2.2,0.2,0.0,-4.0,-0.6,91.1
Cc1ccc2cc(C#N)c(SCC(=O)NCC3CCCO3)nc2c1 (stereo unspecified),6.4,114.8,4.7,-2.5,11.0,0.0,1.2,-9.5,55.8
CC(C)(C)OC(=O)NCCCCCc1nnc(SCc2c(F)cccc2Cl)o1,-2.5,108.1,-2.6,1.5,-11.9,2.0,1.8,5.2,110.2
O=c1c2ccccc2nnn1CCN1CCOCC1,0.2,104.8,-4.1,0.5,2.1,3.0,0.8,4.9,104.6
COc1ccc(-n2nc(C(=O)NCC(=O)NCCc3ccc(OC)c(OC)c3)c3ccccc3c2=O)cc1Cl,-1.3,92.8,-5.8,-4.0,-1.8,0.0,-2.1,-1.2,100.6
Cc1ccc(NC(=O)CN(Cc2ccco2)Cc2ccccc2O)cc1C,4.0,111.4,1.2,0.7,4.9,1.0,-5.8,2.7,91.3
O=C1CSC(c2ccccc2[N+](=O)[O-])N1CCc1ccccc1 (stereo unspecified),1.4,98.3,0.4,-1.4,6.2,0.0,-0.5,-9.7,98.5
O=C1/C(=C/c2cccnc2)SC(=S)N1c1ccc(O)cc1,6.6,96.5,-0.6,0.8,5.3,0.0,-0.3,13.0,98.4
Cc1csc(NC(=O)c2cc(=O)[nH]c3ccc(S(=O)(=O)N4CCOCC4)cc23)n1,7.5,102.7,-7.6,-3.2,3.6,8.0,-3.0,18.0,57.3
Cc1ccc(NC(=O)CCC(=O)N/N=C/c2ccccc2O)cc1,5.2,93.4,-1.4,-2.6,11.2,2.0,-2.3,2.3,93.9
COC(C/C=C/[C@@H](O)[C@@H](C)OCc1ccccc1)OC,0.9,102.1,-2.9,-3.8,1.7,4.0,4.2,7.3,93.5
O=C(Oc1ccccc1Cl)c1ccccc1P(=O)(O)O,8.6,105.7,2.8,2.5,6.8,5.0,5.0,-9.6,103.8
Cc1ccc(C)c(NC(=S)N2CCCCCC2)c1,3.5,95.3,2.6,-2.8,14.8,1.0,0.7,16.4,95.3
COc1ccc(N2CCN(c3ncnc4sc(C(=O)NCC5CCCO5)c(C)c34)CC2)cc1 (stereo unspecified),2.0,88.4,4.1,-0.4,2.2,2.0,5.9,-2.7,92.6
C/C(=N/NC(=O)c1nnn(-c2nonc2N)c1COc1ccccc1)c1ccccc1,7.8,98.4,-4.5,-4.1,9.8,0.0,-16.2,1.7,98.4
CCOc1ccc(OCCC(=O)N(CC)CC(=O)NCc2cccs2)cc1,3.5,89.7,-0.5,.,0.5,1.0,.,-0.8,96.6
C=CCNC(=O)c1onc(CSc2cccc(OC)c2)c1C(=O)NCC=C,3.7,90.1,8.2,-2.2,0.0,4.0,-0.3,13.0,96.4
COc1ccccc1CC(=O)NCCc1c[nH]c2ccccc12,8.2,95.0,10.5,2.6,-1.5,0.0,-0.5,-19.0,91.3
C=C(C)CNC(=S)NNC(=O)c1ccc(Br)cc1,3.8,101.7,4.6,1.1,-0.3,0.0,6.1,12.3,98.2
COc1ccc(C2Nc3ccccc3NC3=C2C(=O)CC(C)(C)C3)cc1 (stereo unspecified),5.4,102.7,7.3,-2.5,4.7,2.0,6.7,12.0,102.8
CN=CC1=C(O)CC(C)(C)CC1=O,7.8,110.0,-3.8,1.9,5.6,0.0,-1.2,5.7,104.8

Copied from the list.
VLA-4 inh, COc1ccc(N2CCN(c3ncnc4sc(C(=O)NCC5CCCO5)c(C)c34)CC2)cc1 (stereo unspecified) = -2.7
VLA-4 inh, CC(C)C[C@H](NC(=O)c1[nH]cnc1C(=O)N[C@H](C)c1ccccc1)C(=O)OCc1ccccc1 = 2.9

(continued)
canonical_smiles,BCLXL inh,CIT2 TOR yeast,GLD-1 RNA inh,MEX-5 binding,MCL1 BIM primary,GRK2 aptamer HTS,Fam108B counter,VLA-4 inh,AGP1-GFP MLPCN
O=C(Cc1c(Cl)cccc1Cl)OCC(=O)N1CCOCC1,.,106.2,0.8,.,.,1.0,.,12.7,109.5
O=C(COc1ccc2c(c1)CCC2)N1CCN(c2cccc(C(F)(F)F)c2)CC1,0.9,96.3,-13.4,1.0,1.2,0.0,3.7,7.1,99.1
CCN1CCN(S(=O)(=O)c2ccc(Cl)c(C(=O)N(C)Cc3cccc(Cl)c3Cl)c2)CC1,2.3,114.1,1.2,0.5,3.3,0.0,3.5,5.1,108.5
COc1cc(NC(=O)c2c3c(nc4ccccc24)CCC3)cc(OC)c1,0.4,110.4,-1.6,-1.3,2.9,2.0,-1.1,28.0,103.3
CC(C)Oc1ccc(CCC(=O)N/N=C/c2ccc3c(c2)OCO3)cc1,8.9,106.3,2.9,3.2,7.9,0.0,25.5*,-11.6,103.0
Cc1ccc(N2C(=O)[C@@H]3[C@H](C2=O)C2CCCN2[C@@H]3C(=O)c2ccccc2)cc1 (stereo partly specified),77.9*,99.2,48.0*,-15.8,81.0*,0.0,-3.1,-14.7,98.6
CCc1ccc(NC(=O)C2CCN(C(=O)N3CCOc4ccccc43)CC2)cc1,7.7,111.2,-1.1,3.2,5.4,0.0,2.3,7.2,108.4
CCCCN(C(=O)CSCc1c(C)noc1C)c1c(N)n(CCCC)c(=O)[nH]c1=O,6.6,102.5,5.8,-0.5,-4.0,1.0,2.1,8.4,103.0
CC1(C)Cc2c(sc3nc4n(c(=O)c23)CCC4)CO1,5.4,102.2,7.6,0.6,4.6,1.0,-4.1,-2.4,94.7
O=C(O)c1cc(S(=O)(=O)N(Cc2ccccc2)c2ccc(Cl)cc2)ccc1Cl,6.6,100.6,-0.9,-2.4,6.3,0.0,0.1,8.3,103.2
Cc1c(C(=O)NC2=NCCS2)cccc1[N+](=O)[O-],-1.2,103.9,4.2,-0.6,2.1,0.0,3.7,6.0,101.9
CCc1cc2cc(C)ccc2nc1SCC(=O)N1CCN(C(=O)c2ccco2)CC1,-0.5,92.8,1.0,.,3.5,1.0,1.4,-1.4,98.4
COc1ccc(CCNC(=O)c2noc(C(C)C)c2[N+](=O)[O-])cc1OC,4.8,90.0,7.3,0.3,5.6,0.0,-5.6,-2.1,97.9
CCOC(=O)C1(C)/C(=N/Nc2ccc(S(N)(=O)=O)cc2)C(=O)C(=O)N1c1ccccc1 (stereo unspecified),8.9,107.7,3.8,-6.0,8.8,1.0,0.9,0.1,.
CCC(C)NC(=O)CSc1nnc(-c2cc(-c3ccc(C)cc3)nc3ccccc23)n1N (stereo unspecified),-0.3,103.8,0.9,-2.0,-2.9,1.0,-2.5,2.3,100.5
C=CCOc1ccc(CNCCO)cc1OCC,3.2,98.1,-5.0,-0.5,7.7,0.0,7.3,0.0,94.3
CC(=O)Oc1ccc2c(=O)oc(-c3ccccc3C)nc2c1,2.0,95.8,3.5,-2.5,4.0,1.0,6.2,-6.6,80.6

Screens deposited in PubChem BioAssay by several laboratories.
